BRCA1 expr act – BRCA1 expression activation. Potency, µM (top dose mostly 46.1 µM), inactives show top-dose activation, usual class: activators. 380,000 tested, 1.1% active. MCF7-BRCA1-FFLuc reporter, luminescence, 48 h; response scale: scaled: vehicle 0%, 10 µM genistein 100%; also: potency is read from the fitted curve at half-maximal effect; nearly all actives have a fitted effect of over 80% in size; some results filed as inactive show a strong effect at the top dose
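Cells: MCF7-BRCA1-FFLuc, 2000/well. Exposure: 48 h, 37 °C, 5% CO2. Read: luminescence, 15 min post-substrate. Controls: genistein 10 microM (maximal activation), DMSO (neutral).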
RORg inh – inhibitors of mouse ROR gamma transcriptional activity; P51450; Drosophila S2 Gal4-RORgamma UAS-luciferase reporter, 20 h; Potency, µM (highest dose often 53.6 µM), without a hit: at the top dose activity change, negative = inhibition, hits mostly inhibitors; 310,000 tested, 5.4% active; AID 2551; also: potency is read from the fitted curve at half-maximal effect; % is scaled to controls: 0 for no effect and ±100 for the full control effect; nearly all actives have a fitted effect of over 60% in size
Target sequence (P51450 whole entry, looked up, the tested form may be a part): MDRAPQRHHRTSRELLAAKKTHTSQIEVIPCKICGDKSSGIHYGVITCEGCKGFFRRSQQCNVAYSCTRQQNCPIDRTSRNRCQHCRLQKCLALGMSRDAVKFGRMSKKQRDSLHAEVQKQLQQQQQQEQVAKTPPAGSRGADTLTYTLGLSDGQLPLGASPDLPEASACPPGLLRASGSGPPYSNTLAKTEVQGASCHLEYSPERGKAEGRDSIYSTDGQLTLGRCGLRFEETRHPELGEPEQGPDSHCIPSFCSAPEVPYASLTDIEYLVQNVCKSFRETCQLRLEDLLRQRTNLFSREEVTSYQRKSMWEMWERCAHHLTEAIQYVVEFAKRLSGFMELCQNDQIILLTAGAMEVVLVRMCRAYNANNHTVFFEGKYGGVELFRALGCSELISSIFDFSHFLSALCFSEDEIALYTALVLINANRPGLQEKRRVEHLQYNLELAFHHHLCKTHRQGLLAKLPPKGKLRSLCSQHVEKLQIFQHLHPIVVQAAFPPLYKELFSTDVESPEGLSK
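Drosophila S2 cells stably expressing Gal4-DBD/mouse RORγ fusion under metallothionein promoter plus UAS-luciferase; compound 1 h, then 700 uM CuSO4 induction for 20 h at ambient temperature; inhibition read as reduced luminescence.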
Rab9 promoter act – activates the Rab9 promoter; Huh7 Rab9 promoter-luciferase reporter, luminescence, 24 h; AID 485297; Potency, µM (top dose mostly 9.22 µM), inactives show at the highest dose activation, negative = inhibition, usual class: activators; 320,000 tested, 2.8% active; also: potency is read from the fitted curve at half-maximal effect; % of control where 0% means no effect; nearly all actives have a fitted effect of over 60% in size
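Huh7 cells stably carrying a Rab9 promoter-luciferase reporter, 1500 cells per well in OP-MEM I with 10% FBS, treated with compound 24 hours at 37C. Luciferase activity read by luminescence after 10 minutes with Amplite reagent.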
Tb PFK block – blocks T. brucei phosphofructokinase; Potency, µM (top dose mostly 57.5 µM), for the others: at the top dose activity, negative = inhibition, most hits filed as inhibitors; T. brucei PFK, ADP-Glo luminescence; O15648; 330,000 tested, 0.17% active;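 also: potency is read from the fitted curve at half-maximal effect; 0% = uninhibited 1x PFK enzyme wells and -100% = no-enzyme wells; nearly all actives have a fitted effect of over 60% in size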
Target sequence (O15648 whole entry, looked up): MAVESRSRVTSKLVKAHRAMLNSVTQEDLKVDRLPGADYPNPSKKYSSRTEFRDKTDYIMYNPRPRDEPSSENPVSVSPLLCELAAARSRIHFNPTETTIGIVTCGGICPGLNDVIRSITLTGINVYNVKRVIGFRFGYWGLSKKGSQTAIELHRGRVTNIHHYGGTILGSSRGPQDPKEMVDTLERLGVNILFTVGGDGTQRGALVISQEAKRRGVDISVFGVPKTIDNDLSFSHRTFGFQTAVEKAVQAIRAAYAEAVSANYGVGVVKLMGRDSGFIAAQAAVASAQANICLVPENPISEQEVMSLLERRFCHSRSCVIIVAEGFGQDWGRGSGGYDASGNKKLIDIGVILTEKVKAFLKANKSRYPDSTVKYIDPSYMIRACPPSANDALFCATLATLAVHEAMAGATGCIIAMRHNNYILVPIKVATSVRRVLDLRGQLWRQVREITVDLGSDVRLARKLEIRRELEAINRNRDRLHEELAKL
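1.25 nM PFK with 0.5 mM F6P and 0.1 mM ATP in 0.1 M TEA pH 8.0, 5 mM MgCl2, incubated 45 min at room temperature; ADP measured by ADP-Glo luminescence; compounds titrated up to 57 uM.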
ELG1 DNA repair – blocks ELG1-dependent DNA repair in HEK293T cells; HEK293T ELG1-luciferase reporter, luminescence, 16 h; DNA damage induced by 5-fluorouridine; Potency, µM (top dose mostly 46.1 µM), for the others: at the highest dose activity change, negative = inhibition, actives largely listed as inhibitors; 330,000 tested, 2.3% active; also: potency is read from the fitted curve at half-maximal effect; % is scaled to controls: 0 for no effect and ±100 for the full control effect; nearly all actives have a fitted effect of over 55% in size
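Luminescence from the luciferase reporter, measured 30 min after ONE-Glo reagent at room temperature, was the read-out. Beforehand, 2,000 cells per well were exposed for 16 hr at 37 °C to 5-fluorouridine together with compound or vehicle.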
FLuc counter – counter-screen for miR-21 project: firefly luciferase inhibitors or activators; P08659; purified FLuc, Km substrates, luminescence inhibition; Potency, µM (top dose mostly 57.5 µM), inactives show top-dose activity change, negative = inhibition, usual class: inhibitors; 360,000 tested, 6.9% active; AID 588342;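 also: potency is read from the fitted curve at half-maximal effect; plate controls were vehicle for no effect and reference inhibitor for full effect; nearly all actives have a fitted effect of over 55% in size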
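Biochemical qHTS of compounds, final roughly 60 µM downward over six points, against 10 nM purified firefly luciferase using Km concentrations of substrates (10 uM D-luciferin, 10 uM ATP) in Tris acetate pH 7.5 buffer; luminescence output.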
NPC1 promoter act – NPC1 promoter activation. Huh7 NPC1 promoter luciferase reporter, 24 h. Potency, µM (top dose mostly 9.22 µM), without a hit: at the highest dose activation, most hits filed as activators. 320,000 tested, 2.4% active. AID 485313;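 also: potency is read from the fitted curve at half-maximal effect; % of control where 0% means no effect; nearly all actives have a fitted effect of over 60% in size; reporter is driven by a mutant NPC1 promoter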
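Luminescence from an NPC1 promoter-driven luciferase reporter in stably transfected Huh7 cells was measured after 24 h compound treatment at 37 °C, followed by 10 min ambient incubation with luciferase detection reagent.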
TRPV1 agonist – agonists of human vanilloid receptor 1 (TRPV1). Q8NER1. TRPV1-expressing cells, Fluo-8 calcium influx, agonist mode. activation, % at 8.33 µM. 320,000 tested, 0.19% active. AID 540275; in the data active = activation above about 80%; inconclusive = between about 30% and that limit; also: 0% is about no effect
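TRPV1-expressing cells were cultured overnight at 35.5C and loaded with Fluo-8 calcium dye for 40 to 90 min at room temperature. After a 10 s baseline, compound was added and calcium influx was read kinetically for 3 min (ex 480/em 520 nm).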
p53 reactivation – re-activators of mutant p53; H1299 p53-A138V BP100-luciferase reporter, luminescence, 24 h; Potency, µM (top dose mostly 92.2 µM), for the others: at the highest dose activity change, positive = activation, most hits filed as activators; 320,000 tested, 0.063% active; also: potency is read from the fitted curve at half-maximal effect; % of control where 0% means no effect; nearly all actives have a fitted effect of over 45% in size
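H1299 (p53-null), stable ts p53-A138V + BP100-Luc; 1000 cells/well, Opti-MEM/10% FBS; cpd 4 pt, 1:5; 24 h, 37 deg C, 5% CO2; detection reagent 10 min RT; luminescence.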
ELG1 genotoxic – induces genotoxicity in HEK293T cells with luciferase-tagged ELG1; HEK293T ELG1-luciferase reporter, luminescence, 16 h; 330,000 tested, 1.3% active; Potency, µM (doses to about 46 µM), without a hit: at the top dose activity change, positive = activation, usual class: activators; also: potency is read from the fitted curve at half-maximal effect; % of control where 0% means no effect; nearly all actives have a fitted effect of over 60% in size
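16 hr compound incubation (37 °C, 5% CO2) of HEK293T cells carrying luciferase-tagged ELG1; luciferase then measured by ONE-Glo luminescence after 30 min at RT.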
Gal4-VP16 FLuc – counter-screen for ROR gamma inhibitors: Gal4-VP16 reporter; 310,000 tested, 3.5% active; Potency, µM (series often up to 53.6 µM), for the others: at the highest dose activity, negative = inhibition, hits mostly inhibitors; Drosophila S2 Gal4-VP16 UAS-luciferase, luminescence, 20 h;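 also: Gal4-VP16 expression switched on by copper sulfate through the metallothionein promoter; potency is read from the fitted curve at half-maximal effect; % is scaled to controls: 0 for no effect and ±100 for the full control effect; nearly all actives have a fitted effect of over 50% in size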
Numbers without * were called inactive; ? = inconclusive; . = no result given; [ ] = remark or other dose. Unless noted, calls follow the shape of the dose curve; as a rule, active = well fitted curve in the direction sought with a large enough effect; inconclusive = small, poorly fitted or top-dose-only effect, or another doubt; inactive = no such curve, though single readings can be large; an effect the other way counts as inactive or inconclusive. Rows were taken by chance, and some 15% of all compounds hit somewhere here.

Below each SMILES: BRCA1 expr act	RORg inh	Rab9 promoter act	Tb PFK block	ELG1 DNA repair	FLuc counter	NPC1 promoter act	TRPV1 agonist	p53 reactivation	ELG1 genotoxic	Gal4-VP16 FLuc
CC(=O)c1ccc(N2CCN(C(=O)C3CCN(C(=O)Nc4ccccc4)CC3)CC2)cc1
    7%	.	0%	0%	-9%	1%	-2%	18	1%	2%	.
NC1=NC(=O)/C(=C/c2c(OS(=O)(=O)c3ccc(Cl)cc3)ccc3ccccc23)S1
    -8%	-12%	-4%	4%	-1%	3%	-2%	-1	-1%	17%	-18%
COC(=O)C1=C(C)N(C(C)C)C(=O)C1(NC(C)=O)C(F)(F)F (centres undefined)
    2%	11%	10%	-1%	7%	6%	0%	-2	-3%	4%	-2%
CC(C)[C@H](NC(=O)N1CCn2c1nc1ccccc12)C(=O)N[C@@H](C(=O)O)c1ccccc1
    -2%	-3%	2%	1%	?	4%	-4%	-2	.	2%	3%
CCN(c1ccccc1)S(=O)(=O)c1ccc(OC)c(NC(=O)CNC)c1
    0%	-8%	-10%	3%	3%	6%	-1%	-3	-6%	0%	-3%
O=S(=O)(c1ccc(N2CCOCC2)cc1)N1CCOCC1
    9%	1%	.	.	.	1%	.	-1	.	.	-4%
CCOC(=O)C1=C(COC(=O)Cc2ccc(Br)cc2)NC(=O)NC1C (centres undefined)
    -8%	-14%	-2%	-1%	?	0%	1%	6	-5%	0%	-1%
CCC1Oc2ccccc2N(CC(=O)NC2CCCC2)C1=O (centres undefined)
    0%	6%	-3%	-5%	3%	1%	-2%	-1	9%	0%	14%
CCOc1ccc(NC(=O)CN(C)C(=O)c2csc3c2CCCC3)cc1OCC
    -27%	.	2%	8%	-6%	3%	-1%	5	1%	1%	.
Cc1nc2ccccc2n1CCOc1ccccc1
    -28%	1%	-9%	1%	1%	-15%	1%	9	.	-9%	?

(next part)
Below each SMILES: BRCA1 expr act	RORg inh	Rab9 promoter act	Tb PFK block	ELG1 DNA repair	FLuc counter	NPC1 promoter act	TRPV1 agonist	p53 reactivation	ELG1 genotoxic	Gal4-VP16 FLuc
CC(C)CSC1=NSC2=NC(=O)/C(=C\c3cccs3)C(=N)N12
    -14%	?	12%	-7%	?	?	25%	0	?	-1%	-15%
O=C(NC1CCCCC1)c1ccc(Cn2cc(Br)cn2)o1
    1%	11%	0%	7%	10%	-10%	7%	6	0%	4%	7%
Cc1ccc(NC(=O)COC(=O)CCC(=O)c2cccs2)cc1
    -18%	3%	0%	6%	28%	-1%	-4%	?	-4%	2%	3%
COc1ccc(N(C(=O)c2ccco2)S(=O)(=O)c2ccc(F)cc2)cc1
    -53%	31%	-3%	-1%	-11%	6%	-2%	4	-2%	2%	26%
O=C(Nc1ccc(N2CCOCC2)cc1)Nc1ccc2nsnc2c1
    18%	-19%	-8%	2%	-3%	-11%	-3%	?	2%	0%	-12%
COc1ccc(/C=C2\N=C(c3ccc(C)cc3)OC2=O)cc1
    10%	-18%	4%	4%	-10%	?	-2%	-1	.	0%	-5%
CCn1c(SCC(=O)Nc2cc(C)on2)nc2sc(C)c(C)c2c1=O
    .	4%	-3%	-19%	-1%	0%	3%	9	-3%	1%	-4%
O=C(CN1C(=O)NC2(CCCc3ccccc32)C1=O)N1CCCCC1 (centres undefined)
    1%	.	-2%	-2%	5%	1%	-1%	-2	3%	0%	.
CN(C)CCCN(C(=O)c1ccc2c(c1)CCCC2)c1nc2cc3c(cc2s1)OCO3
    -2%	-27%	-1%	3%	-9%	0%	1%	3	-3%	-13%	-27%
COc1cccc2[nH]c(C(=O)NCCCN3CCCC3=O)cc12
    -10%	-20%	3%	-2%	?	-6%	-2%	-5	2%	9%	7%

Some of these compounds in order of SMILES length, lowest first:
Below each SMILES: BRCA1 expr act	RORg inh	Rab9 promoter act	Tb PFK block	ELG1 DNA repair	FLuc counter	NPC1 promoter act	TRPV1 agonist	p53 reactivation	ELG1 genotoxic	Gal4-VP16 FLuc
O=C(NC1CCCCC1)c1ccc(Cn2cc(Br)cn2)o1
    1%	11%	0%	7%	10%	-10%	7%	6	0%	4%	7%
COc1cccc2[nH]c(C(=O)NCCCN3CCCC3=O)cc12
    -10%	-20%	3%	-2%	?	-6%	-2%	-5	2%	9%	7%
O=C(CN1C(=O)NC2(CCCc3ccccc32)C1=O)N1CCCCC1 (centres undefined)
    1%	.	-2%	-2%	5%	1%	-1%	-2	3%	0%	.
CC(C)CSC1=NSC2=NC(=O)/C(=C\c3cccs3)C(=N)N12
    -14%	?	12%	-7%	?	?	25%	0	?	-1%	-15%

The listing continues.
Below each SMILES: BRCA1 expr act	RORg inh	Rab9 promoter act	Tb PFK block	ELG1 DNA repair	FLuc counter	NPC1 promoter act	TRPV1 agonist	p53 reactivation	ELG1 genotoxic	Gal4-VP16 FLuc
N#Cc1ccc(C(=O)OCC(=O)Nc2ccc(N3CCOCC3)cc2)cc1
    0%	17%	0%	-4%	10%	-3%	-1%	-1	-1%	3%	-5%
CCn1c(SCC(=O)c2ccccc2)nc2c(c1=O)SC(C)C2 (centres undefined)
    -31%	0%[0.365 µM]	-1%	-9%	-26%	-2%	0%	-2	-7%	-17%	.
O=C(Oc1ccccc1)c1cccc2cccnc12
    -32%	2.5µM*	-1%	8%	?	-17%	-1%	4	-15%	-10%	4µM*
Cn1c(Cc2ccccc2)nnc1SCC(=O)NC1CCCC1
    -8%	-2%	-1%	-25%	21%	3%	0%	1	2%	0%	-2%
C=CCSc1nc(-c2ccc(OC)cc2)c(C#N)c(=O)n1CC=C
    -43%	19%	-3%	3%	4%	-3%	-8%	6	-1%	-7%	-9%
O=C(Nc1ccc(N2CCN(C(=O)c3cccs3)CC2)cc1)c1ccco1
    44%	7%	5%	-4%	-1%	6%	2%	-1	1%	1%	-5%
CCOC(=O)/C=C1\SCC(=O)N1CC(O)CN1C(=O)CS/C1=C\C(=O)OCC
    4%	8%	-5%	-1%	4%	2%	-3%	-1	-2%	4%	-2%
Cc1cccc(C(=O)OCC(=O)NCCCc2ccccc2)c1O
    -9%	-20%	-4%	1%	-3%	-2%	-1%	?	11%	-3%	2%
C/C(CC(=O)Nc1cc(Cl)ccc1Cl)=N\NC(=O)c1ccco1
    -49%	?	-4%	-1%	21%	-12%	2%	-1	4%	5%	?
Nc1c(N(CCC2=CCCCC2)C(=O)C2CC2)c(=O)[nH]c(=O)n1Cc1ccccc1
    -17%	-1%	3%	-1%	-11%	4%	-1%	3	-13%	-1%	-3%

Following part:
Below each SMILES: BRCA1 expr act	RORg inh	Rab9 promoter act	Tb PFK block	ELG1 DNA repair	FLuc counter	NPC1 promoter act	TRPV1 agonist	p53 reactivation	ELG1 genotoxic	Gal4-VP16 FLuc
CNC(=O)CCC(=O)Nc1ccc(C(=O)OC)cc1
    -6%	-28%	-8%	-5%	19%	2%	-1%	-1	9%	0%	-11%
COc1ccc(CNC(=O)C2CCCN(c3nccc(C)n3)C2)cc1 (centres undefined)
    5%	-1%	0%	-2%	-22%	2%	-1%	29	-12%	-2%	-14%
CN(C)S(=O)(=O)c1ccc(Cl)c(NC(=O)COC(=O)C2CCCO2)c1 (centres undefined)
    5%	33%	-4%	-3%	4%	1%	-8%	2	2%	3%	3%
O=C(N/N=C/c1cccc(Cl)c1Cl)Nc1ccccc1
    ?	15%	4%	-1%	1%	-2%	6%	2	-2%	1%	-3%
O=C(O)CC(c1ccccc1)c1ccccc1
    3%	1%	8%	-1%	-14%	2%	-4%	-2	-5%	2%	-2%
Cc1onc(-c2c(F)cccc2Cl)c1C(=O)N(Cc1ccccc1)C(C)C
    -15%	4%	0%	1%	8%	1%	-4%	17	13%	-10%	3%
CCN(C(=O)CSc1nc2c(cnn2-c2ccccc2)c(=O)[nH]1)C1CCS(=O)(=O)C1 (centres undefined)
    -12%	-1%	-2%	3%	8%	3%	-4%	3	-1%	1%	-1%
COc1cc(OC)c(NC(=O)Cn2cnc3sc(C)c(S(=O)(=O)N4CCOCC4)c3c2=O)cc1Cl
    -17%	-19%	-2%	3%	-5%	0%	-4%	0	-1%	-1%	-10%
CC(C)=C1C2CCC1C1C(=O)N(NC(=O)COc3ccc(Cl)c(C)c3)C(=O)C21 (centres undefined)
    -11%	26%	7%	-3%	-2%	0%	-1%	9	-7%	-4%	-2%
Cc1cc(=O)oc(C)c1C(=O)Nc1ccc2nsnc2c1
    36%	25%	-4%	-2%	-6%	1%	-1%	-1	-2%	-9%	10%
